From PubChem BioAssay
FadD28 binding = blocks FadD28 binding to the bisubstrate probe. fluorescence polarization. inhibition, % at 12.5 µM. 360,000 tested, 0.22% active. AID 588549; in the data active means inhibition above about 8.5%, passing the limit was not always enough; inconclusive means no clear call, values can overlap the other calls
MazEF act = MazEF (E. coli) toxin RNase activation. P0AE70. activation, % at 20 µM. FAM/BHQ RNA-DNA oligo cleavage fluorescence, 5 h. 350,000 tested, 0.32% active; in the data active means activation above about 50%
Target sequence (P0AE70 whole entry, looked up): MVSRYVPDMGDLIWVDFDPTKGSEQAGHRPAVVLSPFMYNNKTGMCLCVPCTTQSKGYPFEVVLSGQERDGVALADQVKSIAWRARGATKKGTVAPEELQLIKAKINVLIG
BioA inh = BioA (M. tuberculosis) enzyme inhibition | 360,000 tested, 0.096% active | inhibition, % at 9.99 µM | purified M. tuberculosis BioA enzyme, plate reader; in the data active means inhibition above about 40%; inconclusive means no clear call, values can overlap the other calls
Rv3671c inh = Rv3671c (M. tuberculosis) protease inhibition; P9WHR9; inhibition, % at 5.96 µM; 320,000 tested, 0.048% active; AID 2606; in the data active means inhibition above about 38%;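 further: extracellular domain of Rv3671c used as enzyme; 0% = enzyme with DMSO and 100% = no enzyme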
Target sequence (P9WHR9 whole entry, looked up, the tested form may be a part): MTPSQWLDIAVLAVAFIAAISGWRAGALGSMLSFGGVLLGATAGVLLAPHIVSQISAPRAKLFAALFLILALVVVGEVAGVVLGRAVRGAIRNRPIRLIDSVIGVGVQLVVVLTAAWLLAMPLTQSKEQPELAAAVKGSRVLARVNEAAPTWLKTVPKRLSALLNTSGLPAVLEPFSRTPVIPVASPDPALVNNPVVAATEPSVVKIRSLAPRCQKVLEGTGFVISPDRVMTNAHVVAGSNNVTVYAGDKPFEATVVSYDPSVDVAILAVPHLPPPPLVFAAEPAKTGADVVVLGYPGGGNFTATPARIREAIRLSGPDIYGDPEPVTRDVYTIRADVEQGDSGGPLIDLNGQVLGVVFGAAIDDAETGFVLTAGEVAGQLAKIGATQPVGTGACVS
DUSP3 inh = blocks human VHR1 dual specificity phosphatase; P51452; recombinant VHR phosphatase, pNPP absorbance; inhibition, % at 13.3 µM; 290,000 tested, 0.52% active; AID 1654; in the data active means inhibition above about 50%; further: some compounds called inactive have numbers as strong as hits
FBA Mtb inh = Mtb fructose-bisphosphate aldolase inhibition | 360,000 tested, 2.3% active | inhibition, % at 1 µM | AID 588726 | purified M. tuberculosis FBA, fluorescence read-out; in the data active means inhibition above about 27%;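 further: 0% = vehicle and 100% = reference inhibitor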
Mtb UGM inh = Mtb UDP-galactopyranose mutase inhibition; P9WIQ1; purified UGM, fluorescence polarization probe displacement; inhibition, % at 10 µM; 320,000 tested, 0.06% active; AID 504406; in the data active means inhibition above about 10%, passing the limit was not always enough; inconclusive means no clear call, values can overlap the other calls
Target sequence (P9WIQ1 whole entry, looked up): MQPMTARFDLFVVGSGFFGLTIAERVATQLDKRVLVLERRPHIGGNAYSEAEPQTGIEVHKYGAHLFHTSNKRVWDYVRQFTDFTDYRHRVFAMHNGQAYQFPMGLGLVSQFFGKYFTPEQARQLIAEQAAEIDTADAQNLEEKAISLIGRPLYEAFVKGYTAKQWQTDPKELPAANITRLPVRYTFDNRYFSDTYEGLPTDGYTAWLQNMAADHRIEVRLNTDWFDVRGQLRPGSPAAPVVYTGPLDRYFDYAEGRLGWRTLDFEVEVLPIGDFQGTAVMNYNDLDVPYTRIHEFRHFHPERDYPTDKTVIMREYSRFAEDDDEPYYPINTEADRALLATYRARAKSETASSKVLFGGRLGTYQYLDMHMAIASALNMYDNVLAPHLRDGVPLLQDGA
CCHFV vOTU inh = CCHFV vOTU protease inhibition; 370,000 tested, 0.55% active; Pep-AMC fluorescence; inhibition, % at 11.5 µM; further: 0% = vehicle wells with enzyme and 100% = no enzyme wells
GDH-TPI inh = inhibits GDH-TPI coupling enzymes, artifact for Mtb FBA screen | GDH-TPI coupled enzyme counterscreen, NADH absorbance | inhibition, % at 4.8 µM | AID 588335 | 360,000 tested, 1.2% active;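 further: 0% = DMSO wells and 100% = wells lacking the enzyme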
BoNT F protease = blocks Botulinum neurotoxin F light chain protease. AID 588497. inhibition, % at 10 µM. 360,000 tested, 0.22% active. Multiplex microsphere protease cleavage assay, flow cytometry; in the data active means inhibition above about 35%, passing the limit was not always enough; inconclusive means no clear call, values can overlap the other calls; further: plate controls were buffer without enzyme for full effect and enzyme alone for no effect
An asterisk follows results filed as active; i = inactive; ? = inconclusive; nt = not tested or not shown. Unless noted, no stated cut-off is given here; in the data, active means inhibition above about 30%; inactive means the rest.

1. Nn1c(SCC(=O)Nc2nccs2)nnc1C1CC1
2. CCOc1ccc(S(=O)(=O)n2cc(-c3ccc(F)cc3)c(N)n2)cc1
3. O=C(CCN1CCN(c2ccccc2F)CC1)Nc1cccc(F)c1
4. O=C(c1ccco1)N1CCCC(Nc2ccc3c(c2)OCCO3)C1 (stereo not given)
5. Cc1ncc([N+](=O)[O-])n1CCOC(=O)C12CC3CC(CC(C3)C1)C2
6. CCOc1ccc2nc(NC(=O)c3ccccn3)sc2c1
screen / no.,1,2,3,4,5,6
FadD28 binding,-0.5,-1.9,-1.6,-1.3,-1.3,-5.1
MazEF act,-4,2,-22,-1,6,6
BioA inh,0.6,1.4,1.2,0.4,-1.2,3.0
Rv3671c inh,-2,6,-8,4,2,-1
DUSP3 inh,41,33,17,30,1,23
FBA Mtb inh,0,2,-2,0,-1,-3
Mtb UGM inh,1.3,3.7,1.3,-0.2,-0.6,-2.6
CCHFV vOTU inh,-1,0,-11,12,-3,-7
GDH-TPI inh,3,2,9,-2,1,17
BoNT F protease,5,0,-3,-8,2,-5

Look-ups from the list:
Under CCHFV vOTU inh, `O=C(c1ccco1)N1CCCC(Nc2ccc3c(c2)OCCO3)C1` (stereo not given) has 12
Under Mtb UGM inh, `CCOc1ccc(S(=O)(=O)n2cc(-c3ccc(F)cc3)c(N)n2)cc1` has 3.7

Next structures follow.
7. CCc1ccc(NC(=O)CSc2nc(=O)n(CCCN3CCOCC3)c3c2CCC3)cc1
8. O=C(CSc1nc(N2CCOCC2)nc(N2CCOCC2)n1)Nc1ccccc1F
9. CC1CN(Cc2nc3c(c(=O)n(C)c(=O)n3C)n2Cc2ccccc2)CC(C)O1 (stereo not given)
10. C(=NOCCc1ccccc1)c1ccccn1
11. COc1ccc(F)cc1C(=O)C1CCCN(C(=O)c2ccc(C(C)=O)s2)C1 (stereo not given)
12. O=C1/C(=C/c2ccccc2)CCC1C1CCCC1 (stereo not given)
screen / no.,7,8,9,10,11,12
FadD28 binding,-1.3,-2.4,-2.2,-0.1,-2.4,-1.5
MazEF act,1,6,0,4,1,-13
BioA inh,0.1,-1.1,1.3,-2.4,71*,nt
Rv3671c inh,-1,-6,4,nt,-9,5
DUSP3 inh,nt,11,34,nt,-3,-5
FBA Mtb inh,-1,-2,-1,-1,-2,4
Mtb UGM inh,2.7,1.0,0.1,nt,1.2,-0.9
CCHFV vOTU inh,10,-5,12,6,-1,0
GDH-TPI inh,8,1,6,5,3,4
BoNT F protease,0,-2,-8,7,2,-11

13. O=C(NCc1ccccn1)c1ccc(Br)s1
14. O=C(COC(=O)c1ccc[nH]c1=O)NC1CCCCCC1
15. Cc1ccc(S(=O)(=O)Nc2cc(C(=O)NCCN(C)C)ccc2N2CCCC2)cc1
16. COC(=O)c1ccc(NC(=O)C23CC4CC(C2)CC(n2cnc(Cl)n2)(C4)C3)cc1
17. OC(c1ccc(Cl)c(F)c1)c1ncc(-c2ccccc2F)[nH]1 (stereo not given)
18. FCCN(CCF)c1cccc(Cl)c1
screen / no.,13,14,15,16,17,18
FadD28 binding,0.2,-0.5,0.3,-1.9,-2.2,nt
MazEF act,-13,-27,13,6,nt,4
BioA inh,2.2,nt,nt,3.2,2.9,nt
Rv3671c inh,-9,-3,-7,-4,nt,8
DUSP3 inh,-2,-11,13,-20,nt,16
FBA Mtb inh,-2,5,1,-1,-2,nt
Mtb UGM inh,0.1,1.5,0.2,0.5,nt,-1.1
CCHFV vOTU inh,5,-3,11,-11,7,-18
GDH-TPI inh,11,6,14,7,11,nt
BoNT F protease,-9,-10,2,0,-11,nt

19. COCCN=C1Sc2nc3cc4c(cc3cc2CN1CC1CCCO1)OCO4 (stereo not given)
20. Cc1cc(SCC(=O)Nc2ccc3[nH]c(=O)[nH]c3c2)nc2ccccc12
21. COc1ccc(C(=O)/C=C/c2ccc(N3CCCCC3)c([N+](=O)[O-])c2)cc1
22. CCOc1ccc(NC(=O)COC(=O)Cn2nc(C)c([N+](=O)[O-])c2C)cc1OCC
23. C=CCOC(=O)C(C#N)c1nc2ccccc2nc1N1CCCC1 (stereo not given)
24. O=c1cc(-c2ccc(O)c(O)c2)oc2cc(O[C@@H]3O[C@H](CO)[C@@H](O)[C@H](O)[C@H]3O)cc(O)c12
screen / no.,19,20,21,22,23,24
FadD28 binding,-4.4,0.2,-0.9,-2.5,-3.1,4.6
MazEF act,1,-10,7,-3,7,2
BioA inh,nt,-2.9,nt,0.2,-3.8,-0.5
Rv3671c inh,8,-1,-2,5,-6,21
DUSP3 inh,8,nt,22,nt,7,nt
FBA Mtb inh,-1,0,-2,-2,-1,-2
Mtb UGM inh,0.0,1.3,-1.7,-0.3,6.6,0.8
CCHFV vOTU inh,-3,2,8,-9,-2,nt
GDH-TPI inh,4,8,14,7,10,21
BoNT F protease,-3,-2,-13,-1,-4,-3

25. CCSc1nnc(NC(=O)C2CC2c2ccccc2)s1 (stereo not given)
26. Cc1ccc(C2=NS(=O)(=O)N(C)C(C(=O)Nc3cc(C)n(CC(=O)N4CCC(C)CC4)n3)=C2)cc1
27. CCOC(=O)Cc1csc(NC(=O)CS(=O)(=O)Cc2ccccc2)n1
28. CSCCC(NC(=O)c1ccccc1Br)C(=O)NCCCn1nc(C)cc1C (stereo not given)
29. O=C(NCc1ccccn1)C(=O)NN=C1CCCCCCCCCCC1
30. Cc1oc(S(=O)(=O)N2CCCCC2)cc1NC(=O)Nc1ccccc1
screen / no.,25,26,27,28,29,30
FadD28 binding,-0.6,-4.4,0.1,-3.9,-4.1,-5.0
MazEF act,-20,7,9,1,2,3
BioA inh,nt,-1.7,nt,nt,-0.3,nt
Rv3671c inh,6,3,-7,-1,-1,0
DUSP3 inh,-5,6,6,nt,18,-9
FBA Mtb inh,4,-4,3,-1,-2,-1
Mtb UGM inh,-1.1,3.0,1.3,1.5,-4.9,1.4
CCHFV vOTU inh,9,10,-16,4,2,3
GDH-TPI inh,6,19,3,-2,7,6
BoNT F protease,23,-1,4,-8,0,3

31. CC1(C(=O)Nc2nnc(C(C)(C)C)s2)Cc2ccccc2C(=O)O1 (stereo not given)
32. O=C(N/N=C/c1ccc(-c2cccc([N+](=O)[O-])c2)o1)[C@H]1C[C@@H]1c1ccccc1
33. Cc1cccc(-n2c(O)c(/C=C3/C(c4ccccc4)=Nc4ccccc43)c(=O)[nH]c2=O)c1
34. CC1CC(C)(C)Nc2ccc(OC(=O)c3ccco3)cc21 (stereo not given)
35. CCCC1CCc2[nH]nc(C(=O)NN)c2C1 (stereo not given)
36. Cc1ccc(-c2nnc(OCc3nc4ccccc4n3C)c3ccccc23)cc1
screen / no.,31,32,33,34,35,36
FadD28 binding,-3.2,-0.2,-1.9,-2.0,0.3,-0.2
MazEF act,6,9,-21,4,0,-19
BioA inh,0.2,nt,nt,1.9,2.0,nt
Rv3671c inh,3,-2,-40,4,0,5
DUSP3 inh,53*,2,23,32,nt,nt
FBA Mtb inh,-6,-3,5,-1,2,-1
Mtb UGM inh,0.6,0.7,3.1,3.0,-1.8,-0.3
CCHFV vOTU inh,9,2,2,4,6,-6
GDH-TPI inh,-5,28,30,-4,-8,1
BoNT F protease,-12,0,-5,-1,-5,-11

37. CC(C)CCN1C(=O)c2cccc3c(N)ccc(c23)C1=O
38. CCc1nc2ccc(C(=O)NCCC(C)C)cn2c1N(C)Cc1ccc(OC)cc1
39. CC(C)OC(=O)CSc1nc(Cc2cccs2)nc2ccccc12
40. CCOc1ccc2nc(NC(=O)c3ccc(C)o3)sc2c1
41. CCOc1ccc(NC(=O)c2ccc(NC(=O)CSc3nc4ccccc4c(=O)[nH]3)cc2)cc1
42. CC(=O)Oc1ccc(C(=O)Nc2ccccc2C(=O)Nc2cccc(C(=O)O)c2)cc1
screen / no.,37,38,39,40,41,42
FadD28 binding,-0.4,-1.5,-6.4,-3.0,-1.0,-3.3
MazEF act,i,nt,0,6,-22,-4
BioA inh,-208,0.2,nt,-2.8,nt,0.9
Rv3671c inh,6,nt,-10,-2,-8,5
DUSP3 inh,nt,nt,7,nt,16,8
FBA Mtb inh,-4,1,1,6,1,1
Mtb UGM inh,18*,nt,0.5,6.2,-0.3,-2.9
CCHFV vOTU inh,14,5,0,-10,-6,-2
GDH-TPI inh,-2,17,10,49*,-3,-2
BoNT F protease,?,-2,1,?,2,?

43. COc1ccccc1Oc1ccc(N/C=C/C(=O)C(C)(C)C)cc1
44. S=C(NC1CCCC1)N1CCOCC1
45. N#Cc1ccccc1Cn1c(=O)n(CCCC(=O)NCc2ccc3c(c2)OCO3)c(=O)c2ccccc21
46. O=C(O)c1ccc(-n2[nH]c3c(c2=O)CCCC3)cc1
47. CC(=O)C1=C(C)NC(=O)NC1c1ccc(Cl)cc1 (stereo not given)
48. Cc1cc(C(=O)COc2cccc3cccnc23)c(C)n1C
screen / no.,43,44,45,46,47,48
FadD28 binding,-0.5,-2.4,-1.6,0.2,-3.2,-1.3
MazEF act,-5,3,-5,-1,0,-554
BioA inh,nt,nt,nt,nt,nt,-14
Rv3671c inh,-3,10,-2,7,4,-3
DUSP3 inh,22,12,15,48,16,-24
FBA Mtb inh,-6,0,0,1,-2,2
Mtb UGM inh,-1.6,-3.3,nt,3.5,-0.3,16*
CCHFV vOTU inh,-9,6,-5,0,12,0
GDH-TPI inh,1,9,-9,6,1,8
BoNT F protease,-2,3,0,-5,-1,-7

Arranged by SMILES length (smallest number first): some entries from above.
48. Cc1cc(C(=O)COc2cccc3cccnc23)c(C)n1C
46. O=C(O)c1ccc(-n2[nH]c3c(c2=O)CCCC3)cc1
45. N#Cc1ccccc1Cn1c(=O)n(CCCC(=O)NCc2ccc3c(c2)OCO3)c(=O)c2ccccc21
screen / no.,48,46,45
FadD28 binding,-1.3,0.2,-1.6
MazEF act,-554,-1,-5
BioA inh,-14,nt,nt
Rv3671c inh,-3,7,-2
DUSP3 inh,-24,48,15
FBA Mtb inh,2,1,0
Mtb UGM inh,16*,3.5,nt
CCHFV vOTU inh,0,0,-5
GDH-TPI inh,8,6,-9
BoNT F protease,-7,-5,0

(next part)
49. O=C(Nc1ccc2c(c1)OCO2)c1cnn2c1NC(c1ccco1)CC2C(F)(F)F (stereo not given)
50. CCC(=O)Nc1ccc(-c2nnc(SCC(=O)N3CCCCC3)n2C)cc1
51. CC1CCCN(CCOc2ccc(Br)cc2)C1 (stereo not given)
52. COc1ccc(OC)c(NC(=O)COC(=O)CN(C)S(=O)(=O)c2ccc(C)cc2)c1
53. CN1CCN(S(=O)(=O)c2cccc(C(=O)Nc3sccc3C#N)c2)CC1
54. O=C(CCC1N=C2c3ccccc3N=C(SCc3ccc(Cl)cc3)N2C1=O)NCc1ccco1 (stereo not given)
screen / no.,49,50,51,52,53,54
FadD28 binding,0.5,-0.2,-1.5,-1.0,-0.8,-4.6
MazEF act,4,0,-7,8,-130,-10
BioA inh,-0.3,1.6,-0.3,0.3,-4.6,2.4
Rv3671c inh,-17,-10,-5,5,-36,-11
DUSP3 inh,17,2,2,-4,nt,21
FBA Mtb inh,5,2,-1,-1,0,2
Mtb UGM inh,0.4,0.6,-0.7,-2.7,-3.4,-0.1
CCHFV vOTU inh,17,-4,-11,16,-3,-10
GDH-TPI inh,4,1,7,-4,-2,12
BoNT F protease,-51,-7,2,-13,11,-5
